High-throughput results from PubChem.
AID2073: disruptors of CaV2.2 binding to Mint1 – biochemical, HTRF (AID 2073); HTRF protein-protein interaction, Mint1-CaV2.2; higher % means a stronger effect; inhibition, % at 20 µM, or IC50 in µM where a hit was titrated; 290,000 tested, 0.19% active; in the data active = inhibition mostly above about 51%, no sharp cut-off; inconclusive = no clear call, values can overlap the other calls; inactive = mostly below about 53%; also: some results filed as inactive read as strong as hits
HIV peptide binding: inhibitors of HIV fusion peptide binding, primary screen, biochemical, uHTS, fluorescence dequenching (AID 1986); 290,000 tested, 0.3% active; cell-free peptide binding, fluorescence dequenching, 30 min; higher % means a stronger effect; inhibition, % at 20 µM, or IC50 in µM where a hit was titrated; in the data active = inhibition mostly above about 52%, no sharp cut-off; inactive = mostly below about 76%; also: some results filed as inactive read as strong as hits
* hit, by the source's call; ? = inconclusive.

Results follow in this order: AID2073 | HIV peptide binding
CC1CCN(CCCNC(=O)c2nn(C)c3c2CS(=O)(=O)c2ccccc2-3)CC1
 : 8% | 2.6%
O=C(CSc1nnc(NC(=O)c2ccc(F)cc2)s1)NCc1ccco1
 : 11% | 2.9%
NC(=O)c1cc(S(=O)(=O)N2CCCCC2)cs1
 : -2% | -1.1%
O=C(CCN1C(=O)/C(=C\c2ccco2)SC1=S)Nc1ccc(C(=O)O)c(O)c1
 : 40% | 75%*
Cc1ccc(-c2n[nH]c(=O)c3ccccc23)c(C)c1
 : -1% | -0.3%
Cc1ccc2nsnc2c1S(=O)(=O)Nc1ccccc1C(=O)O
 : -7% | -1.2%
Cc1cccc[n+]1CC(=O)c1ccc(NC(=O)c2ccccc2)cc1
 : 0% | -0.8%
Cc1ccc2nc(-c3ccc(F)cc3)nc(SCC(=O)NCC3CCCO3)c2c1 (centres undefined)
 : 19% | -0.4%
CN(CC(=O)Nc1cccc(F)c1)C(=O)c1cn(-c2ccccc2)nc1-c1cccs1
 : 21% | 2.3%
COc1ccc(C2/C(=C(/O)c3ccccc3)C(=O)C(=O)N2C)c(OC)c1 (centres undefined)
 : 16% | -1.5%
CCCC1=Nc2cc(C(=O)N3CCC(C(=O)OCC)CC3)ccc2Sc2ccccc21
 : 0% | -0.5%
O=C(COc1ccc(S(=O)(=O)N2CCCC2)cc1)Nc1ccc(F)cc1
 : 3% | -0.3%
CC(C)(C)OC(=O)N[C@@H](Cc1ccccc1)C(=O)N[C@@H](CO)[C@H](O)[C@@H]1C[C@@H]1C(=O)NC1CC1
 : -2% | 0.3%
O=C(CN(CC1CCCO1)C(=O)CNS(=O)(=O)c1ccc(Cl)cc1)NCc1ccccc1 (centres undefined)
 : -4% | 1.0%
O=C(Nc1c2c(nn1-c1ccc(F)cc1)CS(=O)C2)c1ccco1 (centres undefined)
 : 11% | -0.1%
O=c1[nH]c(C2CCN(S(=O)(=O)c3ccccc3F)CC2)nc2c1nnn2Cc1ccc(OC(F)(F)F)cc1
 : 27% | -1.0%
CSCC[C@H](NS(=O)(=O)c1ccc(C)cc1)C(=O)N1CCC(C(=O)N[C@@H](C)C(=O)O)CC1
 : 1% | -0.2%
COc1cc(OC)c(OC)cc1CNC(=O)c1cc(=O)[nH]c2ccccc12
 : 4% | -2.4%
Cc1c(C)n(Cc2ccccc2)c2ncnc(NCCO)c12
 : 6% | -1.0%
COc1ccccc1CC(=O)NCCN1CCCCC1
 : 1% | 1.9%
CC(=O)c1ccc(OCc2cc(C(=O)NC(C)CCn3cccn3)no2)cc1 (centres undefined)
 : 4% | -0.5%
CS(=O)(=O)N(CC(=O)N1CCOCC1)c1cccc(F)c1
 : 6% | 0.1%
COc1ccc(CNC(=O)[C@H](C)NC(=O)C2CCN(S(=O)(=O)c3ccc(F)cc3)CC2)cc1
 : 8% | 0.5%
Cc1ccc(NC(=O)CCN2CC(C)OC(C)C2)cc1 (centres undefined)
 : 15% | 2.0%
COc1ccc(CNC(=O)C2CCN(S(=O)(=O)c3ccc4nc5c(c(C(=O)O)c4c3)CC(C)CC5)CC2)cc1 (centres undefined)
 : 15% | 6.5%
O=C(NCC(=O)N(c1ccccc1F)C(C(=O)NC1CCCC1)c1ccncc1)c1ccco1 (centres undefined)
 : 11% | 0.7%
Cc1cc(-c2nnc(SCC(=O)Nc3cccc(F)c3)n2N)n[nH]1
 : -1% | 1.3%
CCOC(=O)CSc1nnc2c3ccccc3n(CC)c2n1
 : 2% | 1.9%
Cn1c(=O)c2c(nc(SCc3ccccc3F)n2C)n(C)c1=O
 : -2% | 1.2%
COc1cccc(OC)c1C(=O)NC(=O)NNc1cc(C(F)(F)F)cc(C)n1
 : -1% | 0.1%

Ordered by length of the SMILES (lowest first): some entries from above
Results follow in this order: AID2073 | HIV peptide binding
CCOC(=O)CSc1nnc2c3ccccc3n(CC)c2n1
 : 2% | 1.9%
Cn1c(=O)c2c(nc(SCc3ccccc3F)n2C)n(C)c1=O
 : -2% | 1.2%
Cc1cc(-c2nnc(SCC(=O)Nc3cccc(F)c3)n2N)n[nH]1
 : -1% | 1.3%
COc1cccc(OC)c1C(=O)NC(=O)NNc1cc(C(F)(F)F)cc(C)n1
 : -1% | 0.1%
COc1ccc(CNC(=O)C2CCN(S(=O)(=O)c3ccc4nc5c(c(C(=O)O)c4c3)CC(C)CC5)CC2)cc1 (centres undefined)
 : 15% | 6.5%

The results go on:
Results follow in this order: AID2073 | HIV peptide binding
C=CCN(C(=O)c1csnn1)C(C(=O)NC1CCCC1)c1ccc(OC)cc1 (centres undefined)
 : 10% | 1.6%
CC(=O)Oc1c(Br)cc(N(C(C)=O)S(=O)(=O)c2ccccc2)c2ccccc12
 : -24% | -1.2%
COc1ccccc1NC(=O)c1cc(N2C(=O)C3C4CCC(C4)C3C2=O)ccc1Cl (centres undefined)
 : -1% | 1.6%
CCOC(=O)C1(Cc2cccc(OC)c2)CCCN(C(=O)c2cc(C)on2)C1 (centres undefined)
 : 11% | 0.8%
Cc1cccc(N2CCCn3c2nc2c3c(=O)[nH]c(=O)n2C)c1
 : 3% | -1.1%
Cc1cc(N2C(=O)c3ccc(C(=O)Nc4ccc(CC(=O)O)cc4)cc3C2=O)no1
 : 8% | 4.4%
CN(CCO)C(=O)c1c(NC(=O)c2ccccc2)sc2c1CCCC2
 : -1% | 2.6%
CN(C)c1cc2c(cc1NS(=O)(=O)c1ccccc1)n(C)c(=O)n2C
 : -4% | 2.1%
CC1CCN(CC(=O)Nc2ccc(C(=O)N3CCCCC3)cc2)CC1
 : 6% | 0.0%
COc1cccc(NC(=O)CNC(=O)c2ccc(C)o2)c1
 : -2% | 0.2%
CCn1c2ccccc2c2cc(CNCCCN3CCOCC3)ccc21
 : -2% | -0.7%
Cc1ccccc1NC(=O)C1CCN(S(=O)(=O)c2ccc3c(c2)NC(=O)C(C)S3)CC1 (centres undefined)
 : 10% | 1.5%
O=C1NC2(CCCCC2)C(=O)N1c1ccc(Cl)cc1
 : 10% | 0.0%
Cc1nn(CC(=O)NCCCN2CCN(Cc3ccccc3)CC2)c(=O)c2cc(-c3ccccc3)nn12
 : 4% | -2.1%
COc1cc2c(cc1OC)CN(C(=O)C1CCCN1S(=O)(=O)c1ccc(F)cc1)CC2 (centres undefined)
 : 13% | -1.2%
CCc1ccc(NC(=O)CNCc2ccc(OC)c(OC)c2)cc1
 : 8% | -1.0%
CN(CC(=O)Nc1cccc(F)c1)CC(=O)Nc1ccccc1Oc1ccccc1
 : 2% | 2.7%
COc1ccc(CN2CCCC(C(=O)N3CCc4ccccc4C3)C2)cc1OC (centres undefined)
 : 3% | 0.0%
O=C(Nc1ccccc1C(=O)O)c1ccc(CN2C(=O)c3ccccc3C2=O)cc1
 : 23% | -0.1%
CC1(C)CC(=O)C=C(Nc2ccccc2C#N)C1
 : 10% | -1.4%
COc1cc(NC(=O)CC(C)n2ccnc2)cc(OC)c1 (centres undefined)
 : 11% | 0.1%
CCOc1ccccc1NS(=O)(=O)c1cc2c3c(c1)CC(=O)N3CCC2
 : -11% | 1.7%
O=C(CN1C(=O)/C(=C/c2ccccc2F)Sc2ccccc21)NCCCN1CCOCC1
 : 5% | 2.3%
Cc1ccc(N2C(=O)N3[C@H](c4ccc(F)cc4)[C@@H]4C(=O)N(C5CCCCC5)C(=O)[C@@H]4[C@]3(Cc3ccccc3)C2=O)cc1
 : 12% | -0.8%
NS(=O)(=O)c1ccc(N2CCN(CCOc3ccc(Cl)cc3)CC2)nc1
 : 1% | 0.5%
COc1cccc(C(=O)N2CCC(C(=O)N3CCN(C)CC3)CC2)c1
 : 1% | 0.8%
O=C(N/N=C/c1cccc([N+](=O)[O-])c1)C(=O)N1CCCCCC1
 : -2% | -0.2%
CNc1nc(N)c([N+](=O)[O-])c(NC2CCCCC2)n1
 : 3% | 0.9%
O=P(C(=NCCO)NO)(N1CCOCC1)N1CCOCC1
 : -2% | -1.0%
COCCNC(=O)CN(C(=O)c1ccc(N2CCCC2)nc1)c1ccc(F)c(Cl)c1
 : -6% | 1.3%
Cc1ccc(NC(=O)CCCn2c(=O)[nH]c3ccsc3c2=O)cc1
 : -2% | 1.0%
CCN(c1ccccc1)S(=O)(=O)c1ccc(C(=O)Nc2ncccc2O)cc1
 : -3% | -1.2%
CN(C(=O)c1ccc2c(c1)OCO2)C1CCCCC1
 : 0% | -0.1%
CCOc1ccc(/C=N/NC(=O)C2CC2)cc1OC
 : 8% | 0.1%
Cc1ccnc(SC2CC(=O)N(c3ccc(Br)cc3)C2=O)n1 (centres undefined)
 : 14% | -0.4%
COC(=O)c1ccc(NC(=O)CCCCCn2nnc3ccccc3c2=O)cc1
 : 2% | 1.5%
Cc1cccc(NC(=O)c2ccc(F)c(S(=O)(=O)NCc3ccco3)c2)c1
 : 12% | 0.8%
Cc1ccc2c(c1)c(/C=C/c1cc[n+](C)cc1)c(C)n2C
 : -5% | 159%
CC1CCCC(C)N1/N=C/c1ccccc1Br (centres undefined)
 : 1% | 0.4%
Cc1ccc(S(=O)(=O)NC(=O)N(CCC#N)Cc2ccccc2)cc1
 : 8% | -0.2%
CC1(c2nnc(-c3cccc(Cl)c3)o2)CC(c2cccc([N+](=O)[O-])c2)=NO1 (centres undefined)
 : -4% | 1.5%
Cc1ccc(OCc2cc(C(=O)NC3CCOC3)no2)cc1C (centres undefined)
 : 6% | 0.5%
Cc1ccc2oc(C(=O)Nc3nonc3C)c(C)c2c1
 : 3% | -0.2%
CC(=O)Nc1cc2c(cc1NC(=O)Cn1nc(-c3ccccc3)ccc1=O)OCCO2
 : 6% | -1.3%
O=C(c1cccc(C(F)(F)F)c1)C1CCCN(C(=O)C2CCOCC2)C1 (centres undefined)
 : 5% | -1.9%
CCOc1ccc(C(=O)Nc2ccc3c(c2)C(=O)NC3=O)cc1
 : 27% | 2.2%
CCOC(=O)C1CCN(S(=O)(=O)c2ccc(CNC(=O)c3ccccc3)s2)CC1
 : -2% | 0.2%
O=C(Cn1cc(C(=O)C2CC2)c2ccccc21)Nc1ccc(F)cc1
 : 0% | 0.2%
Cc1ccc(C)c(N2CCN(C(=O)c3cc(S(=O)(=O)N4CCCC4)cn3C)CC2)c1
 : 0% | -0.8%
Cc1ccc(SCCSc2nc(C)cc(=O)[nH]2)cc1
 : 8% | 4.0%

The results go on:
Results follow in this order: AID2073 | HIV peptide binding
CC(C)CNC(=O)[C@@H]1CSC2c3ccccc3C(=O)N21 (some centres undefined)
 : 8% | 2.4%
C/C(CC(=O)Nc1ccc2ccccc2c1)=N\NC(=O)c1ccc(O)c(O)c1
 : 1% | 16%
CN(Cc1c(C(=O)N/N=C/c2ccccc2)nnn1-c1nonc1N)c1ccccc1
 : -6% | -0.4%
O=[N+]([O-])c1cccc(S(=O)(=O)NCCc2cccs2)c1
 : 2% | 1.4%
CCN(Cc1ccncc1)C(=O)c1cc(COc2ccc(F)cc2Cl)on1
 : 1% | 0.7%
CC(C)(C)NC(=O)c1cc(NC(=O)c2cccs2)cc(NC(=O)c2cccs2)c1
 : 48% | 4.5%
CC(=O)Nc1ccc(N/C=C/C(=O)c2ccc(C)cc2)cc1
 : 22% | 0.2%
COc1cc(C(=O)N/N=C/c2ccc(OC(=O)c3ccccc3)c(OC)c2)ccc1O
 : 15% | -1.6%
O=C(CCn1cncn1)N1CCCC(N2CCN(c3ccc(F)cc3)CC2)C1 (centres undefined)
 : 4% | 1.1%
CN(C)S(=O)(=O)N1CCC(Oc2ccc(C(=O)N3C[C@H]4CC[C@H]3C4)cc2)CC1
 : ? | -0.2%
COc1ccc(C2SCCN2S(=O)(=O)c2ccc(NC(C)=O)cc2)cc1OC (centres undefined)
 : -13% | 2.5%
COc1ccc(OC)c(CN2CCN(C(=O)c3cc(S(=O)(=O)Nc4ccccc4OC)ccc3C)CC2)c1
 : 4% | -0.9%
CC(C)(C)c1ccc(C(=O)Nc2cccc3ncccc23)cc1
 : -3% | 62%*
Cc1c(OC(C)C(=O)NCc2cccnc2)ccc2c3c(c(=O)oc12)CCCC3 (centres undefined)
 : 6% | 1.3%
Cc1cc(OCCCN2CCCC2)ccc1Cl
 : 7% | 0.6%
CCc1ccc(N=C2NC(=O)/C(=C/c3cc(OC)c(OC)c(OC)c3)S2)cc1
 : 9% | -1.4%
COc1cccc(C2/C(=C(\O)c3ccc4c(c3)OCCO4)C(=O)C(=O)N2Cc2cccnc2)c1 (centres undefined)
 : 7% | -0.2%
COc1cc2[nH]cc(C(=O)NCc3ccccc3)c(=O)c2cc1OC
 : 1% | 2.6%
COC(=O)c1ccccc1CSc1nsc(C)c1C#N
 : -22% | -1.4%
COc1ccc(NC(=O)c2sc3nc(N4CCOCC4)c4c(c3c2N)CC(C)(C)OC4)cc1
 : -14% | 0.6%
Cc1c(NC(=O)C(C)Oc2ccccc2F)c(=O)n(-c2ccccc2)n1C (centres undefined)
 : -4% | -1.6%
Cc1ccc(NC(=O)CCc2ccc(C)o2)cc1
 : 9% | -2.3%
Cc1ccc2oc(C(=O)Nc3ccc(S(=O)(=O)Nc4onc(C)c4C)cc3)c(C)c2c1
 : 12% | 26%
COc1ccc(CCNC(=O)CCNC(=O)N2CC(=O)Nc3ccccc32)cc1
 : 12% | -0.3%
Cc1cc(C)c2c(-c3ccc(F)cc3)c(C#N)c(=O)n(C)c2n1
 : 14% | 1.0%
O=S(=O)(NCC1CCCO1)c1ccccc1F (centres undefined)
 : 8% | -2.4%
Cc1cc(C)n(CC(O)COc2ccc(Cl)cc2Cl)n1 (centres undefined)
 : 2% | 1.8%
Cc1ccc(C)c(N2CCN(CCCNC(=O)CCC(=O)N3CCOc4ccc(Cl)cc43)CC2)c1
 : -2% | -0.3%
C=CCNC(=O)CSc1nc2ccccc2c(=O)n1CCc1ccc(OC)c(OC)c1
 : -6% | -0.7%
CCOC(=O)C(=O)NCC(c1cccs1)S(=O)(=O)c1ccc(Cl)cc1 (centres undefined)
 : 6% | -0.9%

These rows are one share of the data, so the mix of outcomes need not match the whole.
